LEDGF integ inh: blocks HIV-1 LEDGF/p75-dependent DNA integration. inhibition, % at 3.7 µM. TR-FRET IN-LEDGF/p75 DNA integration, Eu/Cy5. hit rate 0.64% among 370,000;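 active = inhibition above the screen-wide mean plus 3 SD, cut at about 13% in these data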;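 note: signal is the Cy5 over europium emission ratio at 671 and 618 nm; 0% = plate median of compound wells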
Rev-erbA mod: modulators of human Rev-erb alpha DNA binding; P20393; Rev-erbα–FITC-DNA binding, fluorescence polarization, 90 min; activity, % at 10 µM; hit rate 0.79% among 370,000;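 active = activity above about 14%, limit read from the data; passing the limit was not always enough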;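 note: 0% = DMSO wells with 35 nM protein and 100% = DMSO wells with 750 nM protein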
TDP2 inh: blocks human TDP2 phosphodiesterase activity. recombinant TDP2, T5PNP hydrolysis, p-nitrophenol absorbance 415 nm. inhibition, % at 12.8 µM. hit rate 0.34% among 370,000. AID 720702;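 active = inhibition above the mean of all tested compounds plus 3 SD, set per campaign, cut at about 25% in these data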;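 note: 0% = DMSO with enzyme and 100% = buffer with substrate but no TDP2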
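test system = human TDP2 enzyme | input = TDP2 enzyme at 120 nM final | medium = 50 mM Tris-HCl pH 7.5 with Mg2+, KCl, DTT, BSA | also added = T5PNP substrate, 5 mM | times = 2 h at 37 °C | technique = epi absorbance | benchmarks = high control without enzyme, low control DMSO plus TDP2 | replication = each compound tested once, singlicate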
PRMT1 FP inh: blocks human protein arginine methyltransferase 1. Q99873. recombinant PRMT1, activity-based probe fluorescence polarization. inhibition, % at 2.79 µM. hit rate 1.3% among 370,000;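 active = inhibition above about 21% made by adding two undisclosed values, limit read from the data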
ABHD4 inh: ABHD4 (mouse) inhibition, primary FP screen; Q8VD66; purified mABHD4, FP-Rh probe fluorescence polarization; inhibition, % at 8.92 µM; hit rate 0.54% among 370,000;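 active = inhibition exceeding the mean over every tested compound plus 3 SD, cut at about 30% in these data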;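 note: 0% = plate median of compound wells and 100% = S159A mutant with DMSO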
Target sequence (Q8VD66 whole entry, looked up): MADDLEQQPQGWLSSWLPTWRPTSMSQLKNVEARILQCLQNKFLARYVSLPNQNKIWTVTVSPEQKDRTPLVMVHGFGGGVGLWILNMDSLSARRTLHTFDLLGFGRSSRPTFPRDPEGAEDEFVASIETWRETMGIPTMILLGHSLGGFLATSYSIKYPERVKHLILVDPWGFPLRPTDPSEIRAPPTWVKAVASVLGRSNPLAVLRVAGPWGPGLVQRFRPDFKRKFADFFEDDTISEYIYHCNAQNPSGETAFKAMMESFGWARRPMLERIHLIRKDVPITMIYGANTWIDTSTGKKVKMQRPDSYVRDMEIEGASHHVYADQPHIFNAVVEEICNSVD
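Assay system: wild-type mouse ABHD4 protein; compound: single nominal dose of 8.92 µM, 0.89% DMSO final; schedule: 45 min + 60 min at 25 °C; measured by: FP readout, ex 525 nm / em 598 nm; evaluation: % inhibition of FP-Rh probe binding versus controls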
TCR-CD3 inh: human TCR-CD3 binding inhibition | TAMRA-labeled TCR probe fluorescence, biochemical | inhibition, % at 9.4 µM | hit rate 0.37% among 360,000 | AID 651800; in the data active = inhibition above about 19%;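 note: recombinant mutant TCR 2C K166C tagged with TAMRA read by polarization; 0% = receptor in buffer alone and 100% = receptor with positive control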
rCAG binder: molecules binding r(CAG) RNA repeats; hit rate 1.3% among 370,000; inhibition, % at 3 µM; r(CAG) RNA repeat, TO-PRO-1 dye displacement fluorescence; AID 651821;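 active = inhibition above the plate cutoff, the mean of all test compounds on that plate plus 3 SD, cut at about 35% in these data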;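 note: 0% = DMSO alone and 100% = 100 µM mitoxantrone as full dye displacement; higher means more dye released from RNA so lower well fluorescence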
PG9 Ab binder: PG9 antibody binding by small molecule | TR-FRET gp120-PG9 antibody binding | AID 624416 | hit rate 0.43% among 360,000 | inhibition, % at 6.7 µM; in the data active = inhibition above about 8.5%
HTRA1 inhibitor: blocks human HTRA1 serine peptidase; recombinant HTRA1, FP-rhodamine activity-based probe, fluorescence polarization; AID 504803; inhibition, % at 5.96 µM; hit rate 0.5% among 340,000; in the data active = inhibition above about 36%;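 note: 0% = enzyme with DMSO and 100% = wells lacking enzyme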
Target sequence (Q92743 whole entry, looked up): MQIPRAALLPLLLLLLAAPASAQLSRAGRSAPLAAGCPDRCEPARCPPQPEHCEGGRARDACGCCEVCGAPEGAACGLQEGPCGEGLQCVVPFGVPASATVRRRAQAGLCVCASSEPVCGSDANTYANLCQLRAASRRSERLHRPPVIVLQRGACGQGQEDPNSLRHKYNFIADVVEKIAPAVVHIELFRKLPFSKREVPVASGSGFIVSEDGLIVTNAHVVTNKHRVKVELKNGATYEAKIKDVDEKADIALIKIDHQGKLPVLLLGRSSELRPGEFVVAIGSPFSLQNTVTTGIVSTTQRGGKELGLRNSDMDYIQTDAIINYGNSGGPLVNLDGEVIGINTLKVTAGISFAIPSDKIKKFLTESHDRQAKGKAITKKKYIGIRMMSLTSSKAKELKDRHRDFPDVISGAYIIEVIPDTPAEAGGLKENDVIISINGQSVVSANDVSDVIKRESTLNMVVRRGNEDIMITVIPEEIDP
SIAE inh: inhibitors of human sialic acid acetylesterase SIAE. Q9HAT2. SIAE FP-Rh probe binding, fluorescence polarization. inhibition, % at 9.66 µM. hit rate 0.69% among 370,000;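 active = inhibition above a cutoff: mean of compounds within the control limits plus 3 SD of those, cut at about 17% in these data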;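 note: 0% = plate median of compound wells and 100% = probe without SIAE protein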
The depositor's hits bear a star; . = no result given.

SMILES | LEDGF integ inh | Rev-erbA mod | TDP2 inh | PRMT1 FP inh | ABHD4 inh | TCR-CD3 inh | rCAG binder | PG9 Ab binder | HTRA1 inhibitor | SIAE inh
COc1cccc(NC(=O)C2C3CCC4C(CCC32)C4(Cl)Cl)c1 (stereo not given) | 1 | 1 | -1 | -3 | -1 | 8 | -1 | 0.8 | -37 | -4
COC(=O)c1ccccc1NC(=O)COC(=O)c1ccccc1N=Nc1ccc(N(C)C)cc1 | -1 | 26* | -2 | -2 | 5 | 3 | 4 | -2.5 | 2 | 2
Cc1ccc(-n2ncc3c(N4CCN(c5ccccc5)CC4)ncnc32)c(C)c1 | -4 | -1 | 2 | -3 | 8 | -1 | -7 | 2.8 | 9 | 18*
CCOc1ccccc1-c1cc(C(=O)Nc2ccc(C(=O)O)cc2)c2ccccc2n1 | 0 | 10 | 9 | 1 | -22 | -1 | 15 | -1.0 | -20 | -17
COc1ccc(S(=O)(=O)Nc2ccc(C)cn2)cc1 | -3 | 1 | 2 | -6 | 9 | -6 | -2 | 1.4 | 13 | -5
CC(=O)Oc1ccc(C(=O)Nn2cnnc2)cc1 | -3 | -5 | -4 | -4 | 5 | 11 | 0 | 1.5 | 6 | -2
Cc1cc(C(F)(F)F)nn1Cc1ccc(C(=O)NCc2ccco2)o1 | 12 | 4 | 1 | 18 | 0 | -4 | 10 | -2.2 | -5 | 9
COc1ccc(NC(=O)C2Cc3c(-c4ccccc4Oc4ccccc4)ccnc3O2)cc1 (stereo not given) | -1 | -3 | 1 | -1 | -4 | 3 | 6 | -0.2 | . | -2
CC1CCCC(NC(=O)CSc2n[nH]c(N)n2)C1C (stereo not given) | -1 | -10 | 1 | -1 | 5 | -2 | 3 | -1.6 | 3 | 1
O=C(COC(=O)c1ccc(Cl)nc1)Nc1ccc(S(=O)(=O)N2CCCC2)cc1 | -1 | -2 | 2 | 4 | 0 | -8 | 10 | -1.8 | 0 | -1
Cc1cc(O)c(-c2cc(C(=O)Nc3ccc(S(=O)(=O)N4CCOCC4)cc3)[nH]n2)cc1C | -2 | 3 | -4 | -5 | -23 | 2 | 41* | -0.4 | -15 | -15
O=C(NCCCN1CCOCC1)c1ccc(Br)cc1Br | -2 | -2 | 3 | -1 | 1 | -3 | 0 | -0.6 | . | -2
CCN(CC)C(=O)c1ccccc1NS(=O)(=O)c1ccc(OC)c(C(=O)N2CCOCC2)c1 | -1 | -3 | 1 | -1 | 1 | 3 | 3 | -0.7 | 8 | -1
COCc1ccc(C(=O)NC(C)c2cnn(-c3ccccc3C)c2C)o1 (stereo not given) | -3 | -4 | 2 | -2 | 5 | -1 | -3 | 1.5 | 5 | 3
COc1cc(C)c(S(=O)(=O)NCc2cccnc2)cc1C | -1 | 6 | -2 | 5 | 4 | -7 | -3 | -0.5 | -2 | 6
Cc1ccccc1-c1cc2nc(NCc3ccc4occc4c3)n(C)c(=O)c2s1 | 2 | 12 | -13 | -3 | -18 | -6 | 5 | -0.3 | . | -41
Cc1ccc(-c2nc(N3CCOCC3)sc2C(=O)N2CCOCC2)cc1 | 1 | -4 | 5 | 2 | 12 | -4 | 0 | 1.7 | 2 | -2
CCOc1cc(CNCc2cccs2)cc(Br)c1OCC | 0 | 3 | -6 | -2 | 1 | -7 | -5 | 0.7 | -5 | 6
CC(C)(C)c1ccc(C(=O)N2CCN(C(=O)C3CCCCC3)CC2)cc1 | 1 | -5 | 1 | 2 | 5 | 5 | -11 | -1.6 | 0 | -1
O=C(NC1CCOCC1)C1CCC(=O)N(CCc2cccc(F)c2)C1 (stereo not given) | -3 | 2 | -17 | 6 | -4 | 4 | -4 | -2.3 | 5 | -6
O=C(Nc1cccc(S(=O)(=O)NC2=NCCC2)c1)c1cn(-c2ccccc2)nc1-c1ccc(F)cc1 | -4 | 0 | -5 | -3 | -85 | 19 | 9 | 1.0 | -95 | -87
OC(c1cccc(Cl)c1)c1nc(-c2cccc3cccnc23)cs1 (stereo not given) | 5 | 0 | -1 | -3 | -21 | -5 | 0 | -1.0 | . | -8
CC(NC(=O)C(NC(=O)C1CCCN1C(=O)OC(C)(C)C)C(C)C)C(N)=O (stereo not given) | 0 | -1 | 0 | 0 | 1 | 3 | -1 | -3.3 | 8 | 0
C=CS(=O)(=O)N(Cc1ccc(F)cc1)C(=C)C(=O)OC | -2 | -8 | -2 | 5 | -4 | . | 3 | . | . | 0
C[C@@H]1CN([C@H](C)CO)C(=O)c2c(c3ccccc3n2C)-c2ccccc2CO[C@@H]1CN(C)Cc1ccc(O)cc1 | -2 | -1 | -3 | 0 | -2 | 2 | 4 | -0.2 | -7 | -1
Cc1ccccc1NC(=O)Nc1ccc2c(c1)OCO2 | 1 | 2 | 9 | 0 | -2 | -5 | -1 | 0.3 | 3 | 8
CCCC(=O)N(Cc1cc(=O)[nH]c2ccccc12)c1ccc(C)cc1C | 4 | -2 | -5 | -6 | -8 | -1 | -7 | -1.8 | -10 | 1
O=C(c1ccc(COCC(F)(F)F)cc1)N1CCN(c2ccccn2)CC1 | 4 | 4 | 18 | 1 | -1 | 6 | -7 | -0.4 | 8 | 8
O=C(Nc1ccccc1)Oc1cccc2cccnc12 | -2 | -5 | 6 | -2 | 7 | 0 | 2 | 2.5 | 30 | 1
CCC1(C)CC(CC(=O)O)(c2ccccc2OC)CCO1 (stereo not given) | 4 | 2 | -3 | -1 | 2 | 0 | -3 | -1.1 | 2 | -4

Three entries from above, arranged by heavy-atom count, highest first:
SMILES | LEDGF integ inh | Rev-erbA mod | TDP2 inh | PRMT1 FP inh | ABHD4 inh | TCR-CD3 inh | rCAG binder | PG9 Ab binder | HTRA1 inhibitor | SIAE inh
O=C(Nc1cccc(S(=O)(=O)NC2=NCCC2)c1)c1cn(-c2ccccc2)nc1-c1ccc(F)cc1 | -4 | 0 | -5 | -3 | -85 | 19 | 9 | 1.0 | -95 | -87
Cc1ccc(-c2nc(N3CCOCC3)sc2C(=O)N2CCOCC2)cc1 | 1 | -4 | 5 | 2 | 12 | -4 | 0 | 1.7 | 2 | -2
O=C(NC1CCOCC1)C1CCC(=O)N(CCc2cccc(F)c2)C1 (stereo not given) | -3 | 2 | -17 | 6 | -4 | 4 | -4 | -2.3 | 5 | -6

Further compounds.
SMILES | LEDGF integ inh | Rev-erbA mod | TDP2 inh | PRMT1 FP inh | ABHD4 inh | TCR-CD3 inh | rCAG binder | PG9 Ab binder | HTRA1 inhibitor | SIAE inh
CCOc1ccc(C(C)NC(=O)C2CCN(S(=O)(=O)c3ccc(OC)cc3)CC2)cc1OCC (stereo not given) | -1 | 2 | -1 | -1 | -5 | -2 | -1 | -0.1 | -2 | -4
COC(=O)c1ccncc1C(=O)Nc1ccc(Oc2ncc(C(F)(F)F)cc2Cl)cc1 | -4 | -5 | -1 | 1 | 7 | -5 | -1 | -1.4 | 0 | -4
Cc1cc(C)nc(SCc2ccc(C(=O)N/N=C/C3CCCCC3)cc2)n1 | 0 | -4 | 3 | -2 | 0 | 5 | 0 | -0.2 | -23 | 4
O=C(NCC1CCCO1)c1ccc2c(=O)n(-c3ccc(F)cc3)c(=S)[nH]c2c1 (stereo not given) | 1 | 0 | -1 | 6 | -2 | -1 | -1 | 5.8 | 6 | -1
CC(Oc1ccc(F)cc1)C(=O)Nc1ccccc1N1CCCCC1 (stereo not given) | 3 | 2 | 8 | -1 | -1 | 3 | -4 | -1.0 | -11 | -4
O=C1NC(c2ccc(Cl)cc2)Nc2ccccc21 (stereo not given) | 0 | 2 | 7 | 2 | 0 | -1 | 3 | 2.4 | -14 | -13
O=C(COc1ccccc1Cl)Nc1cccc(S(=O)(=O)N2CCCC2)c1 | -2 | 2 | -3 | -2 | -5 | 3 | 10 | 1.4 | -19 | -9
O=[N+]([O-])c1cc(F)c2cccnc2c1O | -4 | 1 | 6 | 3 | 16 | 1 | 3 | -3.0 | 55* | 9
OC[C@@H]1CN(Cc2ccncc2)C[C@H](n2cnc3c(N4CCN(c5ccccc5)CC4)ncnc32)O1 | -1 | 9 | 1 | 1 | 1 | 5 | 2 | 0.8 | . | -1
O=C(c1cc(COc2c(F)cccc2F)on1)N1CCC(c2ccccc2F)C1 (stereo not given) | 1 | 3 | -1 | 0 | -6 | 1 | 0 | -1.0 | -35 | 5
CC(=O)O[C@H]1CC[C@]2(C)C3CC[C@]4(C)[C@@H]([C@H](C)/C=C/[C@H](C)C(C)C)CC[C@H]4[C@@]34C=C[C@]2(C1)N(C(=O)c1ccccc1)O4 (stereo not given in full) | 4 | -5 | 3 | -4 | -4 | 2 | 3 | 0.3 | . | 0
CCOC(=O)[C@]12CCCC=C1N(CCCOC)C(=O)[C@@H]2CC(=O)NCc1cccs1 | 4 | 1 | -10 | -4 | 1 | . | -1 | . | . | 7
COc1ccc(/C=C2\CCc3ccccc3C2=O)cc1O | -1 | -3 | 3 | 13 | 10 | -3 | 5 | -0.2 | -4 | -3
N/C(=N\OC(=O)CCn1cccc(C(F)(F)F)c1=O)c1ccc(OC(F)(F)F)cc1 | 1 | -2 | -10 | -7 | 0 | 10 | 1 | -2.9 | . | 5
CCN(CC)C1=C(Cl)C(=O)C(Cl)C12OCCO2 (stereo not given) | -3 | -2 | 6 | -1 | 4 | 1 | -1 | -1.4 | . | 3
COC(=O)c1ccc(CN(C)S(=O)(=O)c2cccs2)cc1 | -3 | 0 | 10 | 1 | 1 | 4 | -3 | 0.5 | -5 | 6
CC(CCc1ccccc1)NC(=S)NC1CCCCC1 (stereo not given) | 2 | -2 | 2 | -3 | -5 | -8 | -1 | -3.1 | -7 | -3
C=C1C(C(=O)Nc2ccccc2)C1C(=O)Nc1ccccc1 (stereo not given) | -3 | -4 | 5 | -1 | 4 | -1 | -3 | 0.5 | 1 | -5
CCOC(=O)C(=NCC1CCCO1)NNc1ccccc1Cl (stereo not given) | -3 | -4 | -7 | 7 | 21 | -8 | -7 | -1.7 | 4 | 3
C=C1CCC[C@]2(C)C[C@H]3OC(=O)C(CNCCN(CC)CC)[C@H]3CC12 (stereo not given in full) | 1 | -4 | 34* | -3 | 11 | 2 | -4 | -2.8 | -2 | 22*
COc1ccc(NC(=O)c2cccc3cccnc23)cc1S(N)(=O)=O | 3 | -3 | 0 | -5 | 2 | 5 | 8 | 1.3 | -1 | -9
O=C(c1ccc(F)cc1)N1CCN(c2cc(N3CCCCC3)c(F)cc2[N+](=O)[O-])CC1 | 2 | 4 | -3 | 1 | 5 | 0 | -3 | -4.4 | -15 | -3
O=C(Oc1c(-c2ccco2)oc2ccccc2c1=O)c1cccnc1 | 5 | 2 | -33 | -4 | 5 | -5 | 2 | -0.1 | 11 | 7
CCN1C(=O)C(CC(=O)Nc2ccc(F)cc2)N(CCCN2CCN(c3ccc(F)cc3)CC2)C1=S (stereo not given) | -4 | 7 | 3 | -1 | 1 | 0 | -1 | 0.4 | -10 | 2
CCOC(=O)N1CCC(NC(=O)CCC(=O)N2CCOc3ccc(C)cc32)CC1 | -2 | -2 | -14 | -4 | 3 | 9 | -6 | 1.2 | 0 | 0
O=C(Nc1ccc(F)cc1)c1cccc(C(=O)Nc2ccc(F)cc2)c1 | -3 | 0 | 1 | 3 | 1 | 0 | 1 | 0.8 | -1 | -7

This is a subset; count on the stated rates, not on these rows.
